# From PubChem BioAssay
# Tat transport: inhibitors of E. coli Tat protein transport; AID 488895; E. coli MC4100 TorA-mCherry Tat export, fluorescence; actives 0.036% (n = 340,000); inhibition, % at 10 µM;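 active = mean replicate inhibition at least 50% and at least half of replicates individually reaching 50%; inconclusive = only one of the two criteria met; inactive = neither criterion met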;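 also: exported cargo escapes ClpAP degradation while cytoplasmic cargo is degraded and loses fluorescence; 0% = median of neutral control wells and 100% = median of NaSCN control wells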
# phage Ecoli inh: E. coli growth loss with phage present; AID 651602; actives 0.26% (n = 360,000); growth absorbance; inhibition, % at 11.9 µM; in the data active = inhibition above about 11%
# PvdQ acylase: blocks Pseudomonas aeruginosa PvdQ acylase activity. inhibition, % at 10 µM. actives 0.063% (n = 340,000). purified PvdQ acylase, fluorescence plate reader; in the data active = inhibition above about 30%, passing the limit was not always enough; inconclusive = no clear call, values can overlap the other calls;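 also: 0% = vehicle neutral wells and 100% = reference inhibitor wells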
# Wnt bcat act: activates Wnt/beta-catenin signaling in a reporter cell assay; activator, plate reader; activation, % at 9.35 µM; actives 1.2% (n = 300,000); in the data active = activation above about 30%, passing the limit was not always enough; inconclusive = no clear call, values can overlap the other calls;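 also: 0% = neutral control wells and 100% = positive control wells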
# E coli growth: counter-screen for AddAB inhibitors: E. coli growth inhibition; E. coli V3065 growth, OD600 absorbance, 18 h; inhibition, % at 11.9 µM; actives 0.27% (n = 330,000);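 active = inhibition above the campaign's mean inhibition across all tested compounds plus 3 SD, cut at about 9.9% in these data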;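 also: uninfected addAB+ strain grown without phage in ampicillin broth; 0% = DMSO wells and 100% = ciprofloxacin 0.95 µg/ml wells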
# PfHsp90 yeast 2: reduces growth (ATP signal) of yeast expressing P. falciparum Hsp90; AID 504621; S. cerevisiae expressing PfHsp90, BacTiter-Glo ATP, 48 h; yeast lacking PDR1 and PDR3 efflux regulators; actives 0.32% (n = 310,000); inhibition, % at 9.4 µM;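 active = every replicate shows inhibition above about 80%, whatever the replicate mean, limit read from the data; inconclusive = mean inhibition reaches the set limit but some replicate falls short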;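 also: 0% = DMSO neutral controls and 100% = 20 µM radicicol positive controls; yeast relying on Plasmodium falciparum Hsp90 in place of its own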
# DAGLB inh: diacylglycerol lipase beta (human) inhibition; HEK293T DAGLB membrane lysate, EnzChek fluorogenic substrate; inhibition, % at 5.17 µM; actives 0.059% (n = 340,000); AID 504411; in the data active = inhibition above about 34%;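 also: 0% = enzyme with vehicle and 100% = wells lacking enzyme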
# Target sequence (Q8NCG7 whole entry, looked up): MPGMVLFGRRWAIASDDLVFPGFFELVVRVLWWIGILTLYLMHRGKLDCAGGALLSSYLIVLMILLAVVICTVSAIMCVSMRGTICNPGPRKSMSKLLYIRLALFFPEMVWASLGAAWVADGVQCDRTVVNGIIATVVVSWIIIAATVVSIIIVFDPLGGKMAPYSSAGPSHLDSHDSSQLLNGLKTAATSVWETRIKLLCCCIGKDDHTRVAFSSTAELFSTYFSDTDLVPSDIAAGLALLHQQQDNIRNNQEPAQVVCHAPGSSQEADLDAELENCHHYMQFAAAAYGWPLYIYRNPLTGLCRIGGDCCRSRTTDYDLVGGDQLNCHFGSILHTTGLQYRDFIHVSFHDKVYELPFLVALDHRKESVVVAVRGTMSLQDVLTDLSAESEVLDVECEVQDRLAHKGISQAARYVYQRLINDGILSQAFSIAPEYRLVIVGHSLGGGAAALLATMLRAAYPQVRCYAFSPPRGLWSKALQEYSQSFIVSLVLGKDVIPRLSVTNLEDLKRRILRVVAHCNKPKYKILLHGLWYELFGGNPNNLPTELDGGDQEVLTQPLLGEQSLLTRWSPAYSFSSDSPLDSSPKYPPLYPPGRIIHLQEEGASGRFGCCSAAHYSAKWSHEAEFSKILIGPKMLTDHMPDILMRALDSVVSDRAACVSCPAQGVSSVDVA
# Rtt109 Vps75: inhibitors of Candida albicans Rtt109/Vps75 histone acetyltransferase | Q5AAJ8 | actives 0.16% (n = 330,000) | AID 540336 | inhibition, % at 34.9 µM | purified Rtt109/Vps75, ThioGlo CoA-SH fluorescence, 4 h;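 active = inhibition of at least 50% in every replicate; inconclusive = best replicate reaches 50% inhibition but some replicates fall short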
# Target sequence (Q5AAJ8 whole entry, looked up): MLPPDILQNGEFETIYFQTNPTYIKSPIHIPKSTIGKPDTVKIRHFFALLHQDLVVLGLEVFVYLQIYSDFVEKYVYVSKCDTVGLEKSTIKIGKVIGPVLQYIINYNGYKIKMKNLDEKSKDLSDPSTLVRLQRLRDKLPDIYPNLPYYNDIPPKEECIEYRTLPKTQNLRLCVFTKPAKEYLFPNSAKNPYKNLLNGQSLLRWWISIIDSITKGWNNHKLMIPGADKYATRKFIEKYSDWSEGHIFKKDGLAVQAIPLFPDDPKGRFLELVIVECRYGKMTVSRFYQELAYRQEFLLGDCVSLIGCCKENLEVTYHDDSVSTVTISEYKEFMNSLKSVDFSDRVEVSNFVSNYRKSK
# AddAB inh: less growth of phage-infected E. coli with AddAB; actives 0.29% (n = 330,000); AID 435030; inhibition, % at 11.9 µM; E. coli expressing H. pylori AddAB, absorbance growth; in the data active = inhibition above about 12%;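 also: 0% = vehicle wells of infected cells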
# CAL PDZ FP: inhibitors of human CAL PDZ peptide binding; Q9HD26; purified CAL PDZ, TMR-peptide fluorescence polarization, 1 h; inhibition, % at 20 µM; actives 0.02% (n = 330,000); AID 504414;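 active = highest replicate inhibition of at least 40%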;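 also: plate controls were DMSO neutral control wells for no effect and unlabeled competitor peptide control wells for full effect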
#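 Material – purified CerCALP PDZ construct · Detection – FP readout, S and P plane fluorescence · Measure – percent inhibition from loss of millipolarization · Controls – unlabelled peptide for full inhibition, DMSO wells as neutral · Probe or stimulus – TMR-labelled reporter peptide T*-PRC34 bound in PDZ groove · Times – 1 h at RT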
# Active calls of the source: *; ? = inconclusive; nt = no result given. Outcome played no part in choosing rows; any-hit rate near 1.9%.
# The line under a structure holds: Tat transport	phage Ecoli inh	PvdQ acylase	Wnt bcat act	E coli growth	PfHsp90 yeast 2	DAGLB inh	Rtt109 Vps75	AddAB inh	CAL PDZ FP
Cc1ccc(NC(=O)CN(C)C(=O)CCCN2C(=O)c3ccccc3C2=O)cc1
    -3	-0.5	-9	-2	2.0	nt	1	-12	0.4	nt
CCOC(=O)C1CCN(c2c(NCCCN3CCCCC3)c(=O)c2=O)CC1
    -3	2.5	-8	1	1.4	8	-1	-8	4.9	-0.2
C[C@H]1CC[C@]2(O[C@H](CCO)C[C@H](O)[C@H]2O)O1
    -1	2.5	-10	-3	-1.4	27	-1	2	4.1	-0.3
CCCC1S/C(=N/N=C/c2ccc(OC)cc2)N(Cc2ccc(OC)cc2)C1=O (stereo unspecified)
    -1	-0.6	1	nt	1.0	-2	-12	1	1.4	0.0
C=CCN1CC2(c3ccccc3)CN(CC=C)CC(c3ccccc3)(C1)C2=O
    0	3.2	-3	-2	-1.3	29	-1	6	0.5	-1.2
CCOC(=O)c1csc(NC(=O)c2cc3ccccc3o2)n1
    26	0.0	-17	6	0.3	8	1	-5	0.2	-2.4
Cc1cn(CC(=O)NCC2CCCO2)c(=O)[nH]c1=O (stereo unspecified)
    -5	3.5	5	2	nt	6	-1	3	nt	-0.3
O=C(Cn1c(=O)[nH]c2ccccc2c1=O)Nc1ccc2c(c1)OCCO2
    6	2.3	-6	-1	-0.9	-13	2	0	2.8	-1.6
Cc1ccc(C(=O)NC(=O)OCCn2c(C)cnc2[N+](=O)[O-])cc1
    2	3.5	6	-2	1.0	-9	1	14	3.8	-0.5
Cc1ccccc1NC(=O)c1ccc2c(c1)N(C)CCS2
    0	0.2	-5	23	0.6	-6	-1	-7	1.8	-0.3
CS(=O)(=O)NCc1ccc(C(=O)O)cc1
    4	0.8	-15	0	-0.9	12	3	-2	1.0	-0.4
Cc1cc(NC(=O)CCC(=O)N(CC(=O)NC2CCCC2)c2ccc(C(C)C)cc2)no1
    -1	-0.8	-17	-3	-1.8	17	0	-7	0.2	-3.1
COc1ccc(OC)c(NC(=S)N2CCN(c3ccccn3)CC2)c1
    -8	3.8	-11	3	-0.8	-22	2	0	0.5	0.1
Fc1ccc(Nc2nc3ccccc3s2)cc1
    -8	3.7	-3	-1	2.3	6	-2	-14	3.9	0.8
COc1ccc2oc(C(=O)OCC(=O)NC3CC3)c(C)c2c1
    6	0.1	-9	-1	0.8	24	-1	-3	2.4	-3.0
COc1ccc(CCNC(=O)C2CCCN2C(=O)Nc2ccc(Cl)cc2)cc1OC (stereo unspecified)
    -3	0.2	-8	-2	-1.4	0	0	-6	0.7	0.2
CCC(C)NCCOc1ccccc1C (stereo unspecified)
    -1	1.2	-15	-2	1.8	-14	1	0	0.8	-0.7
CC(=O)c1cccc(NC(=S)NC(=O)c2ccccc2Br)c1
    -14	4.8	5	-3	2.7	-12	-4	5	3.5	-0.4
O=C(Nc1ncccn1)c1ccc([N+](=O)[O-])cc1Cl
    10	0.1	10	0	-0.9	25	-1	7	1.5	0.3
O=C(NC(=S)N(CCCCO)C1CCCCC1)c1sc2ccccc2c1Cl
    7	-0.9	-7	nt	-2.2	-35	1	1	-2.2	-1.9
CCn1c(/N=C/c2ccccc2NS(=O)(=O)c2ccc(C)cc2)nc2ccccc21
    2	nt	7	nt	2.1	23	5	nt	7.0	-2.4
CCn1c(SCC(=O)N2CCN(S(=O)(=O)c3ccccc3)CC2)nnc1-c1cccs1
    3	2.6	-15	-3	1.0	nt	1	-10	1.6	0.3
CCc1ccc(C2=NN(C(=O)OC)C(O)(C(F)(F)F)C2)cc1 (stereo unspecified)
    -9	-1.1	-9	nt	-0.6	-15	-3	-7	1.4	0.5
CCOC(=O)C1=C(COC(=O)CC(C)c2ccccc2)NC(=O)NC1C (stereo unspecified)
    5	3.6	-16	3	1.1	-6	-2	-10	2.8	-0.5
O=C(c1ccccc1F)N1CCN=C1c1ccccc1
    -4	1.4	-16	1	-3.2	nt	1	-2	3.7	-2.8
O=C(COc1ccc(F)cc1)NCC1(N2CCCCC2)CCCCC1
    -13	2.7	13	nt	nt	-12	-1	9	nt	0.1
CC(=O)Nc1ccc(C(=O)N2CCN(S(=O)(=O)c3ccc4c(c3)OCCCO4)CC2)cc1
    -3	0.1	3	-3	1.4	-7	-8	5	0.3	0.5
O=C(NC1CCCC1)C(c1ccc(N2CCOCC2)cc1)N(Cc1ccccc1)C(=O)c1ccco1 (stereo unspecified)
    -9	2.4	-9	nt	1.5	-20	1	13	2.8	-0.6
O=C(NC1CCCC1)c1ccc(CNc2c(N3CCOCC3)c(=O)c2=O)cc1
    -18	1.9	10	-1	1.4	15	-2	1	4.0	-1.1
Cc1ccc(C(C)C)c(OCC(=O)OCC(=O)c2c(N)n(C)c(=O)n(C)c2=O)c1
    0	1.2	10	0	-2.8	-1	-3	23	0.8	-1.2
CC1CN(C)C(C)C/C1=N\Oc1ccc([N+](=O)[O-])cc1 (stereo unspecified)
    2	4.0	-4	-6	1.3	15	-2	-4	3.9	-1.2
O=C(Nc1ccc(N2CCCCC2)cc1)c1ccc2c(c1)OCCO2
    -1	4.5	-9	-2	4.9	5	2	-8	4.2	0.6
CCOC(=O)c1[nH]ncc1CN1CCCC(C(=O)c2cccc3ccccc23)C1 (stereo unspecified)
    -3	1.0	-13	-2	1.2	10	-1	3	2.3	-0.9
Cc1cc(NC(=O)C(C)SCC(=O)Nc2cc(Cl)ccc2N2CCN(C)CC2)no1 (stereo unspecified)
    -7	2.0	-8	-1	-1.7	nt	-2	-2	1.0	-2.4
O=[N+]([O-])c1cc2c(cc1C=Nc1ccccc1)OCO2
    -8	nt	-7	nt	-1.8	-17	6	4	-0.6	-0.8
Cc1ccccc1OCC(O)Cn1nnc2ccccc21 (stereo unspecified)
    -2	2.0	-10	nt	-1.8	9	0	nt	-1.4	-1.4
Cc1[nH]nc2c1C(c1ccc3c(c1)OCO3)C(C#N)=C(N)O2 (stereo unspecified)
    16	-0.2	0	nt	2.2	11	1	-7	-0.1	-0.9
O=C(Nc1nnc(-c2ccco2)o1)c1ccc(S(=O)(=O)N2CCCC2)cc1
    -4	1.2	-12	-2	-3.1	12	1	-6	-0.2	-0.3
CCN(CC)C(=O)CSc1nnc([C@@H](NC(=O)OC(C)(C)C)C(C)C)o1
    -3	1.6	8	nt	0.3	0	-5	6	0.8	-1.7
COc1ccc2oc(=O)c(C(=O)N3CCN(c4ccccc4F)CC3)cc2c1
    -2	2.2	-9	1	-0.5	2	3	-17	-1.4	-0.2
Cc1cc(C)c2nc(SCC(=O)Nc3ccccc3N3CCOCC3)c(C#N)cc2c1
    -13	2.9	0	-4	0.2	1	-1	nt	4.0	-4.1
CCOc1ccccc1Nc1ncccc1C(=O)O
    -12	-1.4	3	-8	-1.5	18	2	-4	0.2	-4.4
Nc1nc(SCc2ccccn2)c2ncn(C3OC(CO)C(O)C3O)c2n1 (stereo unspecified)
    -2	2.1	-10	-1	nt	18	1	0	nt	1.0
COc1cc2[nH]c(=O)n(CCCCCC(=O)N3CCN(c4ccccn4)CC3)c(=O)c2cc1OC
    -5	-0.3	5	-3	1.7	-10	-1	3	0.2	-2.4
CCCCn1c(N)c(N(CCOC)C(=O)COC(=O)C(C)Oc2ccc(Cl)cc2)c(=O)[nH]c1=O (stereo unspecified)
    ?	0.2	-6	-4	-2.5	-3	0	1	-1.9	-0.7
COC(=O)c1cc(S(=O)(=O)N2CCN(C3CCCCC3)CC2)c[nH]1
    -5	nt	-15	nt	-0.9	20	1	-5	2.1	-0.2
CC(=O)N1c2ccc(S(=O)(=O)N3CCC(C(=O)NCc4ccc(F)cc4)CC3)cc2CC1C (stereo unspecified)
    0	-2.2	-20	0	0.9	-64	1	-3	3.2	-2.3
Cc1ccc(C(C)C)c(OCC(=O)N2CCN(c3ncccn3)CC2)c1
    11	1.5	-4	5	-0.2	-14	-13	3	0.5	0.7
Cc1ccc(C2=CC(=O)C[C@H](c3ccc4c(c3)OCO4)C2)cc1
    6	-0.2	-6	2	1.3	-10	-19	1	4.0	-2.3
COc1cccc(/C=N/NC(=O)CN(C)S(=O)(=O)c2ccccc2)c1OC
    8	2.0	-14	13	-2.6	13	2	8	1.9	-0.7
CC(c1ccccc1)n1c(N2CCN(C)CC2)nc2c1c(=O)[nH]c(=O)n2C (stereo unspecified)
    -5	0.6	-16	-1	1.1	-18	-1	-3	2.2	-0.8
O=C(CCC(=O)c1ccc(F)cc1)NCC1(N2CCCCC2)CCCCC1
    -6	2.4	8	-2	-2.3	11	-1	9	-2.7	-0.5
O=C(CCN1C(=O)c2ccccc2C1=O)NC(=S)Nc1ccccc1
    6	1.5	-16	-4	-0.8	-11	-1	9	1.9	-2.3
COc1cc(C(=O)Oc2ccccc2/C=N/NC(=O)c2ccc(C)cc2)cc(OC)c1OC
    -5	0.4	-16	nt	-1.0	-2	-1	-2	-0.2	-1.3
Cc1ccccc1CSCCNC(=O)c1ccc(N(C)S(=O)(=O)c2ccccc2)cc1
    11	2.7	-23	-1	0.5	3	-5	8	4.6	-0.4
CCOC(=O)CN1CC23C=CC(O2)C(C(=O)Nc2ccc(OCC)cc2)C3C1=O (stereo unspecified)
    -4	2.8	14	1	-1.9	-8	1	0	-1.6	0.3
CC1CCN(S(=O)(=O)c2ccc3[nH]c(=O)c(=O)[nH]c3c2)CC1
    -2	2.0	-16	nt	-1.7	nt	0	-5	-3.3	nt
CC(=O)Nc1ccc(-c2nc3cc(Cl)ccc3o2)cc1
    0	3.9	11	18	2.2	-2	0	5	1.5	-0.6
COc1ccc(CNC(=O)COC(=O)c2cnccn2)cc1
    -4	-0.1	-18	nt	1.2	11	0	0	0.5	3.3
CC(C)(C)NC(=O)C(c1ccsc1)N(CCc1ccccc1)C(=O)Cn1nnc2ccccc21 (stereo unspecified)
    -10	1.5	-11	nt	-0.9	-15	3	3	-0.6	0.2
CCOC(=O)C1=C(C)NC(C)=C(C(=O)OCC)C1C(=O)OCC(=O)N1CCOCC1
    1	4.3	1	-3	-1.4	nt	0	-2	-1.3	-1.5
COC(=O)c1sc(NC(=O)C2CCCO2)c(C(=O)OC)c1C (stereo unspecified)
    2	1.2	-1	0	1.6	10	1	5	0.3	0.0
CC(NC(=O)C1CCCN1C(=O)OCc1ccccc1)c1ccccc1 (stereo unspecified)
    -3	2.5	-12	0	0.1	6	3	-1	2.6	-2.0
